# FXIIa mix inh – human factor XIIa inhibitors, primary screen, biochemical, pooled compound mixtures, fluorogenic substrate | inhibition, % at 5 µM | purified FXIIa | AID 684, 2007 | 0.2% of 62,000 active;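 note: 0% = enzyme without compound and 100% = no enzyme blank; some results filed as inactive read as strong as hits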
# CatL block – inhibitors of human cathepsin L, biochemical; purified cathepsin L, fluorogenic substrate, fluorescence; Procathepsin L (Homo sapiens), P07711; inhibition, %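 (tested at 10 µM)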; 0.17% of 58,000 active; AID 460, 2006; in the data active = inhibition above about 45%;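 note: 0% = enzyme with no compound and 100% = no enzyme blank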
# CatB mixtures – cathepsin B inhibitors from pooled compounds, primary screen, biochemical, compound mixtures, AMC fluorescence. 0.06% of 62,000 active. AID 488, 2006. Purified cathepsin B, AMC dipeptide fluorescence. inhibition, %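 (ten-compound pools at 5 µM per compound and 50 µM total)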; in the data active = inhibition above about 22%, passing the limit was not always enough;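 note: 0% = enzyme without compound and 100% = no enzyme blank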
# CatS block – inhibitors of human cathepsin S, biochemical, compound mixtures. P25774. recombinant cathepsin S, AMC dipeptide fluorescence, pooled mixtures. inhibition, %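 (tested at 5 µM per compound within 10-compound mixtures)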. 0.06% of 62,000 active; in the data active = inhibition above about 32%, passing the limit was not always enough;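 note: 0% = enzyme without compound and 100% = blank without enzyme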
# FXIa inh mix – FXIa protease inhibitors in compound pools, primary screen, biochemical, 10-compound mixtures; inhibition, % at 5 µM; purified FXIa, fluorogenic substrate, pooled mixtures; 0.19% of 62,000 active;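 note: each value is inhibition by a whole ten-compound pool holding the compound; 0% = enzyme with no mixture and 100% = wells lacking enzyme; strong numbers were not always called active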
# Abs 340nm – compound light absorbance at 340 nm, profiling panel, artefact control, biochemical, MLSMR library, data from PS, PMK, MK assays; compound absorbance at 340 nm, fold over control; fold change at 10 µM; 65,000 tested, under 10 active; AID 708, 2007;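 active = at 10 µM dose, initial 340 nm absorbance at least 2 fold that of control wells; inactive = change under 2 fold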;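 note: initial absorbance extrapolated from kinetic A340 decline of NADH oxidation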
# CatB block – human cathepsin B inhibitors, primary screen, biochemical, fluorogenic substrate. P07858. purified cathepsin B, fluorescence. inhibition, %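 (tested at 10 µM)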. 0.1% of 63,000 active; in the data active = inhibition above about 21%;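 note: 0% = enzyme with no compound and 100% = no enzyme blank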
# C1s block – complement C1s protease inhibitors, primary screen, biochemical, 10-compound mixtures. Complement C1s subcomponent (Homo sapiens), P09871. purified C1s, fluorogenic AMC substrate, pooled mixtures. mean inhibition % of two 10-compound mixtures (stronger effect = higher value), % at 5 µM (by protocol). 0.16% of 62,000 active;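 active = inhibition above 20% in each of the two 10-compound mixture wells holding the compound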;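 note: 0% = enzyme wells lacking compound mixture and 100% = no-enzyme blank wells; some compounds called inactive have numbers as strong as hits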
# Target sequence (P09871 16-437 limits assumed): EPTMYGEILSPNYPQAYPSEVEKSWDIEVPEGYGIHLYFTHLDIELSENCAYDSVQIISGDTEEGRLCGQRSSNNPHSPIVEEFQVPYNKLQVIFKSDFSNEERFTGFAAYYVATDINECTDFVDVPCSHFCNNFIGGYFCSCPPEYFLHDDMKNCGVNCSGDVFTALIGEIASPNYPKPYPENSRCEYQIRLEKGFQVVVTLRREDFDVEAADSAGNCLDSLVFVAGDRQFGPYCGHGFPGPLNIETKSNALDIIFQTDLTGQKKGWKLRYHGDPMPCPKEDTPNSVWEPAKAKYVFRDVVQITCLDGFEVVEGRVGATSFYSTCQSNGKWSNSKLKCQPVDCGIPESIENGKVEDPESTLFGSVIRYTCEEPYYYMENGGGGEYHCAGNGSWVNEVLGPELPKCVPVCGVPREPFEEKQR
# Target sequence (P09871 438-688 limits assumed): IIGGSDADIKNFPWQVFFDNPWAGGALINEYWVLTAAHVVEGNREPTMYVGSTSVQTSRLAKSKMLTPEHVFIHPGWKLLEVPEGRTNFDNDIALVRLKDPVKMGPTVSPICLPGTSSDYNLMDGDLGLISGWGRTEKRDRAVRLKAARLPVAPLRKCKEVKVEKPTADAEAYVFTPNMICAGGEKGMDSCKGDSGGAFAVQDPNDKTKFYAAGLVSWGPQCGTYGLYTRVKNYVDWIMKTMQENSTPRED
# Cathepsin G inh – human cathepsin G inhibitors, primary screen, biochemical, pooled compound mixtures, AMC fluorescence | P08311 | purified enzyme, AMC-tetrapeptide fluorescence | inhibition, % at 5 µM (by protocol) | 0.2% of 62,000 active | AID 581, 2007;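 active = inhibition above 20% in each of the two mixture wells holding the compound; inactive = inhibition of 20% or less in either well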;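 note: 0% = enzyme control without mixture and 100% = blank lacking enzyme; strong numbers were not always called active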
# Target sequence (P08311 21-244 limits assumed): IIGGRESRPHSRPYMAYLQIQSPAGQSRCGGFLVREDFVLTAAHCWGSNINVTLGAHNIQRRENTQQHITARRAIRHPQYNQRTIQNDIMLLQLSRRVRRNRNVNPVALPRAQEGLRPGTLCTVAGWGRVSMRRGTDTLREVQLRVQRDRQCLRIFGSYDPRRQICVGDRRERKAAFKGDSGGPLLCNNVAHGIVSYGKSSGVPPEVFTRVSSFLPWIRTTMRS
# Starred values were filed as active, the others as inactive; · = no result given. Cut-off read from the data, not from the text of the source, unless noted: active = inhibition above about 20% (passing the limit was not always enough); inactive = the rest.
SMILES,FXIIa mix inh,CatL block,CatB mixtures,CatS block,FXIa inh mix,Abs 340nm,CatB block,C1s block,Cathepsin G inh
CCOc1ccccc1NC(=O)N1CCCC1C(=O)Nc1nnc(CC)s1 (stereo not given),2,8,4,1,5,0.99,3,16,9
O=C(CN1CCN(C(=O)c2c(F)cccc2F)CC1)Nc1ccccc1F,-13,12,0,9,1,1,4,-24,-9
Cc1cc(C)nc(N2CCN(c3ncnc4c3oc3ccccc34)CC2)n1,4,-14,3,-2,10,1.1,-2,11,12
O=C(O)c1ccc(-c2ccccc2)[nH]1,-3,4,5,-1,4,1,3,7,10
CCc1nnc(NC(=O)CSc2nc(-c3ccc(OC)cc3)ns2)s1,-15,12,2,9,-6,1,1,-26,1
Cc1ccc2c(c1)[C@@H]1CN(C)CC[C@@H]1N2S(=O)(=O)c1ccc(F)cc1,-4,-3,-2,-5,8,0.93,0,-2,10
Cn1c(=O)c2cn3ncccc3c2n(C)c1=O,-20,11,-3,7,-5,1.1,3,0,11
COC(=O)c1sc(NC(=O)c2ccc(OC)cc2OC)nc1C,6,7,3,-8,5,1.1,1,6,8
CCOC(=O)C1=C(C)N(C)C(=O)NC1c1cc2c(cc1Br)OCO2 (stereo not given),-7,18,1,2,5,1,0,1,-2
CC(C)c1ccc2oc(-c3cc(N)ccc3O)nc2c1,7,-17,2,-6,6,1.1,1,18,7
Cc1nc2c(n1O)CCC/C2=N\O,1,12,1,-2,2,0.98,4,1,-7
CC(OC(=O)c1cccs1)C(=O)NCc1ccc2c(c1)OCO2 (stereo not given),7,15,0,3,-1,1.1,-3,0,0
N#Cc1nc(-c2ccc(OCc3ccccc3)cc2)oc1NCCN1CCOCC1,-20,-1,3,-1,7,1.1,5,5,6
CC(Oc1ccccc1)C(=O)NCc1cccnc1 (stereo not given),7,17,2,7,-3,1,1,-28,4
COc1ccc2cc(CN(CCc3ccccc3)Cc3nnnn3CC3CCCO3)c(=O)[nH]c2c1 (stereo not given),7,1,3,-5,4,1.1,5,-28,-13
CN1C(=O)C2C=CC1C1C(=O)N(c3ccccc3)C(=O)C21 (stereo not given),6,·,0,25,26,1,1,7,3
Cc1ccc(-c2nnc(CSc3nnc(COc4ccccc4)n3-c3ccc(C)cc3)o2)cc1,4,-7,5,12,8,1,-2,6,2
O=C(COc1ccc(F)cc1Br)NCc1ccccn1,1,35,-3,0,2,1,0,11,3
Cn1c(=O)c2c(nc(-n3ccnc3)n2Cc2ccc(Cl)cc2Cl)n(C)c1=O,6,·,2,19,6,1.1,4,-3,1
Cc1cc(C)n(CNc2nc(C(F)(F)F)cs2)n1,5,-3,3,-5,3,0.96,-6,-26,-1
Cn1c(C(=O)N2CCc3ccccc3C2)cc2oc3ccccc3c21,6,-8,-3,-17,-7,0.98,-3,-68,3
CCSc1nnc(NC(=O)C2(C)Cc3ccccc3C(=O)O2)s1 (stereo not given),7,12,2,10,0,1,8,1,10
Cc1ccc(S(=O)(=O)Cc2cn3cccnc3n2)cc1,6,-21,-1,-8,6,1.1,0,1,7
O=C(Oc1ccc2ccc(=O)oc2c1)N1CCOCC1,-1,-3,1,-2,3,1,2,10,8
O=S(=O)(c1ccc2ccccc2c1)N1CCCCC1,1,4,-6,2,2,0.99,-1,-41,2
Cc1ccc(C(C(=O)NCCc2ccccc2)N(C(=O)c2csnn2)C2CC2)o1 (stereo not given),6,-3,-7,-14,-14,0.99,2,-61,-4
Cc1noc(C)c1S(=O)(=O)N(CC(=O)O)c1ccc2c(c1)OCO2,2,8,1,-4,1,1,3,-36,3
O=C(Cn1nnc(-c2ccccc2F)n1)Nc1ccc(C(=O)N2CCOCC2)cc1,-19,0,3,-3,4,1.1,6,12,14
CCOc1ccc(-c2noc(CCC(=O)NC)n2)cc1OCC,7,-14,1,4,1,1,-3,4,0
CCCCNC(=O)OCCNC(=O)NC,5,3,4,-6,5,1,-4,4,-3

# Fetched by structure from the list above (three):
SMILES,FXIIa mix inh,CatL block,CatB mixtures,CatS block,FXIa inh mix,Abs 340nm,CatB block,C1s block,Cathepsin G inh
Cc1noc(C)c1S(=O)(=O)N(CC(=O)O)c1ccc2c(c1)OCO2,2,8,1,-4,1,1,3,-36,3
Cc1ccc(-c2nnc(CSc3nnc(COc4ccccc4)n3-c3ccc(C)cc3)o2)cc1,4,-7,5,12,8,1,-2,6,2
Cc1ccc(C(C(=O)NCCc2ccccc2)N(C(=O)c2csnn2)C2CC2)o1 (stereo not given),6,-3,-7,-14,-14,0.99,2,-61,-4

# Later entries
SMILES,FXIIa mix inh,CatL block,CatB mixtures,CatS block,FXIa inh mix,Abs 340nm,CatB block,C1s block,Cathepsin G inh
CCN(CC)S(=O)(=O)c1ccc(NCc2ccccc2)nc1,-19,-13,5,-34,-15,1,4,-84,-22
O=C(NCCN1CCOCC1)c1cc(-c2ccc(F)cc2)on1,2,4,4,-1,5,1,3,48,11
COc1cccc(C(O)c2cnc(C(C)C)n2C)c1OC (stereo not given),-16,-6,1,-5,1,1,3,3,7
CCCSc1nsc(SCCC)c1C(N)=O,4,3,-4,0,5,0.98,2,0,1
O=C(CCCCn1c(=O)c2ccccc2n(CC(=O)NC2CCCC2)c1=O)NCc1ccco1,-4,17,1,15,8,1,7,-3,0
O=S(=O)(c1cccc2cccnc12)N1CCN(Cc2ccc3c(c2)OCO3)CC1,32,5,4,3,6,1,4,0,10
CCn1c(=NC(=O)CN2C(=O)CCC2=O)sc2c(OC)ccc(OC)c21,-16,·,3,2,0,1.1,-2,14,8
Cc1noc(C)c1C(=O)N1CCc2ccccc21,5,19,4,-5,8,1.1,1,12,7
COc1ccccc1C1C=C(c2ccc(Cl)cc2)Nc2nc(N3C(=O)CCC3=O)nn21 (stereo not given),-3,6,4,1,14,1.1,0,5,9
CCn1c(=O)n(CC(=O)Nc2cccc(OC)c2)c(=O)c2ccccc21,7,22,-3,3,-6,1,5,-49,-14
COC(=O)C1Cc2c([nH]c3ccccc23)C(C)N1 (stereo not given),-18,8,1,0,-4,1,6,-7,2
Oc1ccccc1-c1nc(N2CCN(Cc3ccccc3)CC2)c2ccccc2n1,0,-5,0,-1,5,1.1,3,14,10
CCOc1ccc(CCNS(=O)(=O)c2cnc[nH]2)cc1OCC,5,8,0,42,8,1,2,1,-1
Oc1ccccc1-c1cc(-c2ccccc2Cl)[nH]n1,4,·,2,-4,10,1,-3,-28,0
COCCOC(=O)C1=C(C)NC2=C(C(=O)CCC2)C1c1ccc2c(c1)OCO2 (stereo not given),5,9,2,9,6,1.1,7,-28,3
O=S(=O)(Nc1ccc2c(c1)OCO2)c1cccs1,3,8,1,-1,6,0.99,2,11,8
CCCn1nnc(NC(=O)c2ccccc2Br)n1,-1,12,0,12,8,1,3,1,2
Cc1oc(-c2ccccc2F)nc1CS(=O)(=O)CC(=O)N1CCOCC1,-8,·,3,-1,7,1,-1,14,9
COCCNC(=O)C(c1ccc(C)o1)N(CC1CCCO1)C(=O)Cn1nnc2ccccc21 (stereo not given),6,24,5,10,4,1,6,17,14
c1ccc(Cn2nnnc2C(c2cccs2)N2CCc3ccccc3C2)cc1 (stereo not given),6,8,-3,1,0,1,3,3,10
CCOc1ccc(S(=O)(=O)N(C)C)cc1-c1nc2c(C(C)(C)C)nn(C)c2c(=O)[nH]1,0,-5,-3,0,8,1,0,0,15
CN(CCCn1c(=S)[nH]c2ncccc2c1=O)Cc1ccccc1,-11,4,0,14,3,1,7,-26,-6
O=C(Nc1ccccc1-c1nnn(CC(=O)N2CCCc3ccccc32)n1)c1ccco1,5,8,1,13,-14,1,9,-45,-24
C=CCn1c(SCC(=O)Nc2sccc2C(N)=O)nc2sc(C)c(C)c2c1=O,4,4,0,-2,9,1.1,2,3,8
CSc1oc(-c2ccccc2)nc1S(=O)(=O)c1ccc(C)cc1,-11,·,-1,-8,10,1.1,3,8,7
CCn1c(=O)n(CCOC)c(=O)c2c3c(sc21)CCCC3,0,4,4,-1,7,1,0,19,10
O=C(O)c1cc(-c2ccccc2)c(N2CCOCC2)s1,5,16,-3,6,-24,1,5,-37,-5
O=C(CSc1n[nH]c(-c2ccc(S(=O)(=O)NC3CCCCC3)cc2)n1)N1CCCC1,4,-3,0,6,8,1.1,1,0,2
Cc1ccc(-c2nn(CC(=O)Nc3ccc4c(c3)nc3n4CCOC3)c(=O)c3ccccc23)cc1,6,-4,2,-3,5,1.1,6,12,8
COc1ccc(CNC(=O)CSc2ncnc3nc[nH]c23)cc1,8,2,7,-7,6,0.99,3,3,8
O=C(O)CSc1nc2ccc(Cl)cc2[nH]1,1,-7,6,1,7,1,-3,-1,0
O=C(CSc1ccc2nnc(-c3ccccn3)n2n1)Nc1ccc2c(c1)OCO2,8,-1,2,5,7,1.1,0,3,8
O=C(NCC(=O)N(c1cccc(F)c1)C(C(=O)NCC1CCCO1)c1ccccc1)c1ccco1 (stereo not given),6,·,-5,4,-1,1,3,4,10
O=C(Nc1ccccc1F)c1ccc(S(=O)(=O)NCC2CCCO2)cc1 (stereo not given),8,0,3,9,3,0.96,1,12,9
Cc1occc1C(=O)Nc1ccc2c(c1)CCC2,0,11,2,12,7,1,7,-12,-2
CCC(c1nnc(SCc2nc3ccccc3s2)n1Cc1ccccc1)N(C)C (stereo not given),-3,8,6,2,3,1,1,12,10
O=S(=O)(c1ccccc1S(=O)(=O)N1CCCCC1)N1CCCCC1,5,0,2,-4,6,1,6,11,9
CCOC(=O)N1CCC(Nc2c(NCCCOC)c(=O)c2=O)CC1,3,-8,5,-2,9,1,2,9,12
CN(C)c1ccc(C2CC(=O)NC3=C2C(=O)CC(C)(C)C3)cc1 (stereo not given),6,7,9,19,4,1,-2,1,2
OC(c1ccccc1)c1nc2ccccc2s1 (stereo not given),3,·,0,-7,4,0.91,-1,-15,8
COc1ccc(CCn2c(=S)[nH]c3cc(C(=O)NCc4ccco4)ccc3c2=O)cc1OC,3,22,0,3,-4,1.1,-2,-8,4
c1ccc(Nc2ccccc2Nc2ccccn2)nc1,7,4,4,28,-2,1,0,-19,-1
COC(=O)c1ccc(OCC(=O)c2ccc(O)cc2O)cc1,3,9,6,15,9,1.1,-4,-9,-1
O=C(CSc1n[nH]c(-c2ccco2)n1)N1c2ccccc2Sc2ccccc21,7,-2,3,12,2,1,0,20,-7
CCOc1ccc(CCNC(=O)Cc2nn[nH]n2)cc1OCC,7,0,1,-2,-3,1,-2,3,7
Cc1nonc1NC(=O)c1ccccc1Br,5,11,0,0,7,0.99,-1,1,-43
Cc1cccc(-n2nnnc2SCc2csc(-c3ccccc3)n2)c1,10,15,-9,-1,-4,0.99,2,0,5
O=C(CN1C(=O)c2ccccc2S1(=O)=O)Nc1ccc(S(=O)(=O)N2CCCC2)cc1,6,0,6,0,3,1.1,1,-10,1
COc1cccc(-n2c(SC3CCOC3=O)nc3ccccc3c2=O)c1 (stereo not given),-3,0,-2,5,1,1,3,4,6
CC1(C)NC(=O)N(CC(O)COc2ccc(-c3ccc(C#N)cc3)cc2)C1=O (stereo not given),-22,-1,-1,0,4,0.99,1,-1,1
O=C(OCCCC(=O)N1CCOCC1)c1ccccc1,6,13,1,7,7,1,0,15,10
S=C(N=Nc1ccccc1)NNc1ccccc1,-3,-6,0,23,9,0.99,1,-7,3
O=C(NCc1ccccn1)c1ccc(COc2ccc(Cl)cc2)o1,9,14,1,11,16,1,1,16,54
Cc1nc(NC(=O)CSc2nc3cccnc3n2C2CCCCC2)sc1C,-7,32,0,0,1,1,-1,4,-2

# A portion of the library; count on the stated rates, not on these rows.
